# 697 NFkB inh – lowers PMA/ionomycin-induced NF-kB signal in 697 B cells. 697 B-cell NF-kB luciferase reporter, 16 h. inhibition, % at 4 µM. 330,000 compounds, 0.33% hits. AID 435022; in the data active = inhibition above about 35%
# APJ ag – activates the human apelin receptor APJ; activation, % at 20 µM; AID 2520; CHO-K1 APJ PathHunter beta-arrestin, luminescence; 0% DMSO wells, 100% apelin; P35414; 330,000 compounds, 0.11% hits;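 active = activation more than six SD over the plate average, tested at 20 µM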;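 also: 0% = DMSO alone and 100% = apelin-13 at 10 nM; some results filed as inactive read as strong as hits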
#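 Material: CHO-K1 APJ beta-arrestin complementation cell line; Input: cell density 1000 per well; Incubation: compound stimulation 90 min at 25 °C, detection 60 min; Signal: luminescence from split beta-galactosidase complementation, Galacton Star/Emerald II substrate; Controls: DMSO-only wells as negative, 10 nM Apelin-13 as positive control.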
# Jurkat NFkB inh – lowers PMA/ionomycin-induced NF-kB signal in Jurkat cells; PMA/ionomycin-induced NF-kB luciferase reporter, luminescence; inhibition, % at 4 µM; 330,000 compounds, 0.53% hits; AID 435003; in the data active = inhibition above about 50%
# Mdm2-MdmX inh – inhibitors of human Mdm2/MdmX interaction; O15151+Q00987; SaOS-2 split-luciferase Mdm2/MdmX complementation, luminescence; inhibition, % at 8 µM; 330,000 compounds, 3% hits;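 active = inhibition of at least 50% at 8 µM in the primary screen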
# Target sequence (O15151 whole entry, looked up): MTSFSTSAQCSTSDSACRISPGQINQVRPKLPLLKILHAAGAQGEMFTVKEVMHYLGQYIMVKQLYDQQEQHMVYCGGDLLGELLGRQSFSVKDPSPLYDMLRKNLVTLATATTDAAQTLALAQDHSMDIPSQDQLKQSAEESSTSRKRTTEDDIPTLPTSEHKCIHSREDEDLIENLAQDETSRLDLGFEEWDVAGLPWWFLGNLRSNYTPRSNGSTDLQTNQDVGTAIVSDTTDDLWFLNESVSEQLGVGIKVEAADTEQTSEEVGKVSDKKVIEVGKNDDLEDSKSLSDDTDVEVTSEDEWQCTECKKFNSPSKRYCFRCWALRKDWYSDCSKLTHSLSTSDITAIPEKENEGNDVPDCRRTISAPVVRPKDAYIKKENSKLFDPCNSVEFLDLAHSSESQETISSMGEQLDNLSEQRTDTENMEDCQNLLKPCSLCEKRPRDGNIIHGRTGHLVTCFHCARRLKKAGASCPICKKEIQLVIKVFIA
# Target sequence (Q00987 whole entry, looked up): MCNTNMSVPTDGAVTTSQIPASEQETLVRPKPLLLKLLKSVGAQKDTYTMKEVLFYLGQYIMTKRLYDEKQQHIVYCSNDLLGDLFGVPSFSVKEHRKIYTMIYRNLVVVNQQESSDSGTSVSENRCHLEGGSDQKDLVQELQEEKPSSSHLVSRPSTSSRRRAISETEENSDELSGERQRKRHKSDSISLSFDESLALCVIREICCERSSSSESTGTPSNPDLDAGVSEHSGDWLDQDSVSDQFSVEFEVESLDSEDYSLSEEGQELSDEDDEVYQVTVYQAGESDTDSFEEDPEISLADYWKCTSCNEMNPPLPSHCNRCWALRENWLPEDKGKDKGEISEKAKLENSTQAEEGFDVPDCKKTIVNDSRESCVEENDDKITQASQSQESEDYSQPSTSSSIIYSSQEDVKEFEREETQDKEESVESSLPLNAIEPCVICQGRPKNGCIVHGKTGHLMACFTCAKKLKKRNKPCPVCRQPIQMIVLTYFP
# APJ antagonist – blocks the human apelin receptor APJ. inhibition, % at 20 µM. 330,000 compounds, 0.32% hits. P35414. CHO-K1 APJ beta-arrestin complementation, luminescence;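 active = inhibition above about 40% at 20 µM, limit read from the data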;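 also: cells challenged with 10 nM apelin-13 agonist together with compound; plate controls were apelin-13 plus DMSO wells for no effect and DMSO wells lacking apelin-13 for full effect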
# XBP1 UPR activ – adaptive UPR (XBP1) activation | CHO-XBP1 luciferase reporter, IRE1-XBP1 UPR activation, luminescence; percent of tunicamycin response, DMSO as zero | activation, % at 20 µM | 330,000 compounds, 0.33% hits | AID 463104;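 active = versus positive control, 20 µM dose yields 30% or more activation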;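 also: 100% = tunicamycin at 10 µg/mL and 0% = DMSO only wells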
#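 Material: CHO cell line with stable XBP1 luciferase reporter; buffer or medium: F12 medium containing 10% fetal bovine serum; compound: single point, 20 µM final compound, 1% DMSO; incubation: 6 h treatment, 37 °C; measured by: glow luminescence from Steady-Glo reagent; evaluation: activation, % of tunicamycin; control set: tunicamycin high, DMSO low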
# tim23-1 inh – inhibits growth of tim23-1 mutant yeast. 330,000 compounds, 1.3% hits. S. cerevisiae tim23-1 growth, BacTiter-Glo luminescence, 24 h. inhibition, % at 20 µM;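 active = growth inhibition of the mutant yeast at or above 50%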;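 also: temperature-sensitive mutant grown at 25 °C; plate controls were DMSO-treated mutant yeast for no effect and medium wells lacking yeast for full effect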
# CHOP UPR activ – apoptotic UPR (CHOP) activation. CHO-CHOP luciferase reporter, luminescence; percent of tunicamycin response over DMSO baseline. activation, % at 10 µM. 330,000 compounds, 0.34% hits;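 active = at 10 µM dose, activation of 40% or more, normalized to positive control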;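 also: 100% = tunicamycin at 10 µg/mL and 0% = DMSO alone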
#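 System: CHO-CHOP luciferase reporter cell line | Buffer or medium: F12 medium containing 10% fetal bovine serum | Doses: One dose, 10 µM in 0.5% DMSO | Times: 6 h compound exposure at 37 °C after overnight seeding | Signal: Luciferase luminescence | Read-out: % activation vs tunicamycin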
# * marks the source's active call; other numbers are inactive results; . = no result given.
SMILES,697 NFkB inh,APJ ag,Jurkat NFkB inh,Mdm2-MdmX inh,APJ antagonist,XBP1 UPR activ,tim23-1 inh,CHOP UPR activ
S=C1Nc2ccccc2Sc2ccc(Cl)cc21,0.9,-1.5,3.1,34.6,6.4,-0.2,24.2,0.7
COc1ccccc1NC(=O)NCc1ccccc1F,-2.9,-0.4,-0.4,8.5,10.2,4.7,10.1,-0.9
COc1ccc2nc(NC(=O)CSc3nnc(-c4ccoc4C)n3C)sc2c1,-95.8,5.6,-40.6,-35.8,-4.0,-1.6,-8.2,3.6
Cc1cc(C(=O)CN2C(=O)NC(C)(c3cccc(Br)c3)C2=O)c(C)n1Cc1ccco1 (configuration not stated),1.5,-1.8,4.7,29.5,-5.8,-1.1,23.4,0.3
CCNC(=O)c1oc2c(c1C)C(=O)CC(C)(C)C2,-14.6,-3.4,-12.6,-23.7,-9.7,1.9,-5.8,-1.8
COc1ccc(C(=O)NCCCCCC(=O)N/N=C/c2ccco2)cc1OC,12.8,-3.3,-0.6,5.6,-0.1,-2.5,8.1,1.5
CNC(=O)c1cc2cc(OC)ccc2n1CCN(Cc1ccccc1)Cc1ccccc1,7.6,0.5,-14.3,-14.5,14.0,-0.1,8.2,0.6
COC(=O)c1cccc(COC(=O)CNC(=O)c2ccco2)c1,-15.9,-2.9,3.4,9.8,-15.4,-4.0,-2.5,1.4
Cc1cc(N2CCOCC2)c(F)cc1C(=O)c1ccccc1,16.0,-1.5,-11.2,18.7,5.4,-2.4,9.5,1.7
COc1ccc(-c2cc(C(=O)O)sc2C)cc1,3.8,-0.9,-4.6,12.4,27.2,0.4,3.4,-1.0
Cc1ccc(S(=O)(=O)N(CC(=O)N2CCOCC2)c2ccccc2F)cc1,14.2,-0.1,13.9,16.7,27.7,-3.0,2.3,1.3
COc1cccc2cc(-c3nnc(SCC(=O)Nc4ccc(NC(C)=O)cc4)n3C)oc12,4.7,-0.7,2.9,11.3,1.3,-5.5,1.1,-0.7
N#CCC(=O)N/N=C/c1ccccc1Cl,24.7,-0.8,-0.1,10.4,3.3,0.7,19.5,0.2
CC1(C)CC(=O)C(C=Nc2ccc(Cl)cn2)=C(O)C1,22.0,-3.4,3.7,14.3,-10.8,0.8,10.1,-0.5
CCCS/C(N)=N/N=C/c1cc(C)ccc1O,-101.7,-4.4,-104.9,-174.8,-20.6,0.1,44.0,6.1
O=C(COC(=O)c1nc(Cl)ccc1Cl)Nc1ccccc1OC(F)F,21.7,5.5,6.0,4.6,22.3,2.6,22.9,0.9
Cc1cc(C(=O)NNC(=S)NC2CCCCC2)cs1,-60.0,-0.7,-55.4,-30.5,12.6,0.8,11.1,1.0
CC1CCCCN1CC(O)COCCC12CC3CC(CC(C3)C1)C2 (configuration not stated),-9.8,0.1,-0.3,45.8,-18.8,0.6,-7.8,0.8
CCC(C(=O)NCc1ccc(F)cc1)n1nc(C)n2c(cc3occc32)c1=O (configuration not stated),1.7,-4.7,1.7,12.0,5.0,0.9,15.9,-0.9
O=C(C1CCN(S(=O)(=O)c2cccc3cccnc23)CC1)N1CCN(c2ccccc2)CC1,-0.9,-5.1,-19.1,12.2,-8.0,-0.4,12.3,-0.2
CN(c1ccc(C(=O)N2CCCCC2)cc1)S(=O)(=O)c1cccs1,3.5,1.5,7.0,-6.3,14.2,-1.4,5.5,-0.3
O=C(c1ccc(Cl)s1)N1CCOCC1,18.9,-3.4,6.1,-30.7,-14.4,0.4,-4.3,-1.2
O=C1CC(c2ccccc2Cl)Cc2c1cnn2-c1nc2ccccc2s1 (configuration not stated),-2.9,-6.4,3.0,24.1,19.0,0.9,1.8,-1.5
CCN1CCN(S(=O)(=O)c2ccc3ccccc3c2)CC1,-0.7,-4.6,9.0,-19.6,-6.8,0.3,-3.2,-0.6
COc1ccc(NC(=O)[C@H](Cc2c[nH]c3ccccc23)NC(=O)[C@@H]2Cc3ccccc3CN2)cc1,-237.7,-5.1,-36.4,92.0*,-43.5,-0.1,12.4,1.5
CN(C)C(=O)c1coc2nc3ccccc3nc12,3.0,-0.8,3.3,-1.0,3.5,-0.2,25.6,3.5
COc1ccc(OC)c(CNC(=O)CCN2C(=O)COc3ccccc32)c1,18.8,-3.3,11.2,2.8,22.3,-2.3,21.7,-0.4
Cc1ccc(Cn2nnc3c(=O)n(Cc4ccccc4C)cnc32)cc1,5.7,-1.9,26.8,5.8,-1.9,1.8,8.7,1.3
O=C(NC1CCN(S(=O)(=O)c2cccc(F)c2)CC1)c1ccc(F)cc1,22.2,-3.6,20.4,18.2,-4.0,-4.5,12.0,2.2
COc1ccc(-c2csc(=Nc3ccccc3)n2CCO)cc1,-41.8,-0.8,-9.2,-23.2,-0.4,2.3,33.9,3.8
CC(=O)N1CCN(c2ccc(NC(=O)c3ccc(C(C)(C)C)cc3)cc2)CC1,-25.3,0.3,-5.8,31.6,-4.9,-2.0,15.8,2.5
CCOc1cc(/C=N/NC(=O)CCn2nnc3ccccc32)ccc1O,3.7,-1.0,-4.5,3.6,-6.0,-2.4,16.5,-1.2
CN(CCCNC(=O)C1CCC(=O)N1Cc1ccc(F)cc1)c1ccccc1 (configuration not stated),4.2,-2.4,5.5,15.8,17.4,-0.6,16.1,-0.1
CCOC(=O)c1sc(NC(=O)C2CCCCC2)nc1C,-28.3,-1.4,-37.5,-41.0,6.1,3.1,34.7,2.5
Cn1c(C(C#N)/C(=N\S(=O)(=O)c2cccs2)c2ccccc2)nc2ccccc21 (configuration not stated),-15.7,0.0,-11.0,16.8,-21.0,-1.5,0.6,-0.8
COc1ccccc1CNC(=O)CN1C(=O)NC(C)(c2ccc(C(C)(C)C)cc2)C1=O (configuration not stated),-16.1,-0.8,-3.7,24.7,-1.7,-9.0,16.5,-1.2
Cc1ccc(OCc2n[nH]c(=S)n2-c2ccc(Cl)cc2)cc1,-13.1,0.5,-8.3,-4.8,10.9,-2.7,42.1,3.5
C=CCN1C(=O)/C(=C2/Sc3ccc(OC)cc3N2C)SC1=Nc1ccc(OC)cc1,10.3,-1.4,-2.2,-39.0,-4.0,-2.8,-8.4,-0.7
COc1ccc(C2CC3(CC(C)(C)NC(=S)N3)Oc3cc(O)cc(C)c32)cc1 (configuration not stated),-30.4,-1.0,-22.0,-33.8,16.2,1.0,-7.3,2.2
Cc1ccc(CN(C(=O)c2cc3ccccc3oc2=O)C2CCS(=O)(=O)C2)cc1 (configuration not stated),-2.0,-0.9,-17.8,-10.5,-5.1,1.7,7.8,4.7
Cc1cc(C)cc(NC(=S)NCc2cccn2C)c1,17.5,-3.3,0.6,3.6,7.2,0.0,12.2,-1.4
O=C1CC(/C=C/c2ccco2)=Nc2ccccc2N1,23.0,-1.5,-5.3,14.9,0.9,-0.6,-2.7,3.1
CCC1CCCCN1c1ccc([N+](=O)[O-])cc1/C=N/NC(=O)Cn1c2ccccc2c(=O)c2ccccc21 (configuration not stated),-19.8,-7.3,-0.1,1.4,-9.5,-2.0,13.0,0.7
CC(=O)Nc1ccc(NC(=O)CSc2nnc(NC(=O)C3CC(=O)N(c4ccccc4)C3)s2)cc1 (configuration not stated),8.2,0.0,7.0,12.1,9.0,-2.0,-9.7,2.1
COc1ccccc1OCc1ccc(C(=O)NC2CCCCC2)o1,2.5,0.0,-1.2,36.6,-13.5,-0.7,18.0,0.2
C/C(=N/OC(=O)c1ccc(C(F)(F)F)cc1)c1oc(C)nc1C,-20.8,1.1,-10.7,-2.1,-9.6,3.6,4.9,1.9
COc1ccc(Cl)cc1NC(=S)Nc1ccc(Cl)cn1,4.6,-3.2,3.2,23.9,12.6,-2.1,3.4,0.0
CN(CCO)S(=O)(=O)c1ccc2c(c1)C(=NN)c1cc(S(=O)(=O)N(C)CCO)ccc1-2,16.1,-0.9,-13.3,34.3,-17.1,-5.1,5.5,2.6
CCc1ccc(OCC(=O)OCC(=O)c2ccc3c(c2)NC(=O)CO3)cc1,-10.2,0.8,11.3,-5.0,-14.2,-0.2,17.0,-0.1
O=C(NCCN1CCN(c2ccccc2F)CC1)c1ccc2nc3ccccc3c(=O)n2c1,-10.8,1.1,-26.3,2.9,-0.8,2.5,1.6,0.0

# Further compounds follow:
SMILES,697 NFkB inh,APJ ag,Jurkat NFkB inh,Mdm2-MdmX inh,APJ antagonist,XBP1 UPR activ,tim23-1 inh,CHOP UPR activ
Nc1ncnc2c1ncn2[C@@H]1O[C@H](CNC(=O)[C@@H]2CCCN2S(=O)(=O)c2ccc(F)cc2)[C@@H](O)[C@H]1O,16.9,.,.,21.2,.,4.1,31.0,-1.3
NC1=NC(=Nc2ccc(S(=O)(=O)N3CCOCC3)cc2)c2ccccc21,3.9,0.4,7.2,19.0,-6.4,-2.1,13.2,0.1
Cc1cc2c(C)cc(=O)oc2c2c1NCCC2,22.1,1.4,6.1,0.0,1.8,-1.3,19.5,1.5
COc1cccc(-c2nc(N3CCC(C)CC3)c3ccccc3n2)c1O,-2.8,-0.6,-8.0,24.2,2.4,-0.2,28.7,-2.4
N#Cc1nc(-c2ccccc2)oc1NCCCn1ccnc1,-13.2,-1.8,-1.5,5.8,-4.1,0.5,4.7,1.8
Cc1ccnc(N/N=C/c2ccccc2)n1,-68.5,-2.9,-75.1,-20.0,6.7,-5.7,1.9,2.5
COc1ccc(S(=O)(=O)N/N=C(/C)c2ccco2)cc1,3.2,2.6,-0.6,2.9,7.4,-4.0,2.0,-0.4
COc1cc(CNCc2ccc(Br)cc2)cc(OC)c1,8.6,-1.7,-4.7,18.3,2.0,-1.6,4.4,8.3
CCNC(=S)NNC(=O)c1ccc(S(=O)(=O)NCc2ccco2)cc1,8.3,-1.1,-5.7,17.1,16.4,-1.2,4.2,0.2
COC(=O)c1sc(C(F)(F)F)c(-c2ccccc2)c1S(=O)(=O)NC(C)(C)C,7.5,-5.2,14.6,1.9,17.4,0.7,45.9,0.6
O=C(Nc1ccc(C(F)(F)F)cc1)c1cccc(-n2cnnn2)c1,-26.7,0.0,-9.1,-13.9,14.0,-0.6,17.6,-0.6
CCN(CC)C(=O)[C@H]1CC(CC(=O)NCc2ccco2)C(=O)N2CCc3c([nH]c4ccc(OC)cc34)[C@]12C (some centres not stated),11.1,.,.,-2.5,.,0.3,46.0,0.7
COc1ccccc1Nc1nc(-c2sc(NC(=O)c3cccc(Cl)c3)nc2C)cs1,-113.7,3.0,-23.1,-28.7,8.2,5.8,20.9,3.7
O=C(CCN1CCOCC1)NNC(=O)Nc1cccc([N+](=O)[O-])c1,-2.6,-5.3,14.5,19.7,6.9,-2.4,-6.1,0.0
O=C(NCCCc1ccncc1)C1CCC(=O)N(Cc2cccc(C(F)(F)F)c2)C1 (configuration not stated),8.6,-1.0,2.3,14.9,-15.8,-1.5,-2.5,0.1

# In the list so far, these contain a tert-butyl group:
SMILES,697 NFkB inh,APJ ag,Jurkat NFkB inh,Mdm2-MdmX inh,APJ antagonist,XBP1 UPR activ,tim23-1 inh,CHOP UPR activ
CC(=O)N1CCN(c2ccc(NC(=O)c3ccc(C(C)(C)C)cc3)cc2)CC1,-25.3,0.3,-5.8,31.6,-4.9,-2.0,15.8,2.5
COc1ccccc1CNC(=O)CN1C(=O)NC(C)(c2ccc(C(C)(C)C)cc2)C1=O (configuration not stated),-16.1,-0.8,-3.7,24.7,-1.7,-9.0,16.5,-1.2
COC(=O)c1sc(C(F)(F)F)c(-c2ccccc2)c1S(=O)(=O)NC(C)(C)C,7.5,-5.2,14.6,1.9,17.4,0.7,45.9,0.6

# From PubChem BioAssay
